Screening data: PubChem, several laboratories
MOR-DOR ag = agonists of human mu-delta opioid receptor heterodimerization; P35372+P41143; cells, OPRM1-OPRD1 heterodimerization, luminescence; activation, % at 9.3 µM; 0.3% of 340,000 active; in the data active = activation above about 18%;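 note: 0% = vehicle-treated cells and 100% = reference agonist; values of inactives mirror those of a sister screen read the other way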
PKA-R2B act = PKA-R2B complex activation; P22694+P31323; PKA-R2B holoenzyme dissociation, Cy5-IP20 fluorescence polarization; R2B truncated from residue 108, S112A mutant; 0% DMSO only, 100% 113 µM cGMP; 0.079% of 340,000 active; activation, % at 11.4 µM;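 active = activation above a cutoff set at the mean over all compounds plus 3 SD, cut at about 18% in these data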;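 note: higher means more holoenzyme dissociation and a rise in polarization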
Target sequence (P31323 whole entry, looked up, other chains not shown, the tested form may be a part): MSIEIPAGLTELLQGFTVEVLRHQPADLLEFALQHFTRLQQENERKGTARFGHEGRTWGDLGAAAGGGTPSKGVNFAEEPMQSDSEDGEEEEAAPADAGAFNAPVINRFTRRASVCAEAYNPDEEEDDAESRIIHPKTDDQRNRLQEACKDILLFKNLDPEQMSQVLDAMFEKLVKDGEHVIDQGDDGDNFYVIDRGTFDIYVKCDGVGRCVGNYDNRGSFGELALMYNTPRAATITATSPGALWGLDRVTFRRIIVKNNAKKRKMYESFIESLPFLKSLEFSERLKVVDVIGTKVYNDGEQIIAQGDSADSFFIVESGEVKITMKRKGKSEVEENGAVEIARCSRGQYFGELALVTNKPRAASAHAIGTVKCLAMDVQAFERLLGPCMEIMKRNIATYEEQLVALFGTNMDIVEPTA
Mot1-301 SUMO = blocks SUMOylation pathway, rescuing yeast Mot1-301 growth; 1% of 320,000 active; growth rescue, % at 18.8 µM; S. cerevisiae Mot1-301 growth rescue, ATP luminescence, 38.5C; percent above DMSO median, 100 means doubled;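 active = every valid replicate shows activation above 250% relative to neutral control wells; inactive = the rest, any valid replicate at or below 250%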;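 note: OY570 slx delta 5 strain wells were the positive control but not used for scaling; some compounds called inactive have numbers as strong as hits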
HTR5A inv ag = inverse agonist of human HTR5A in OPRM1-OPRD1 counter-screen; P47898; HTR5A cell line, luminescence, inverse agonism; inhibition, % at 9.3 µM; 0.083% of 340,000 active; AID 504634; in the data active = inhibition mostly above about 23%, no sharp cut-off; inactive = mostly below about 18%;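 note: 0% = cells with DMSO and 100% = no-cell wells with DMSO; some compounds called inactive have numbers as strong as hits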
Target sequence (P47898 whole entry, looked up): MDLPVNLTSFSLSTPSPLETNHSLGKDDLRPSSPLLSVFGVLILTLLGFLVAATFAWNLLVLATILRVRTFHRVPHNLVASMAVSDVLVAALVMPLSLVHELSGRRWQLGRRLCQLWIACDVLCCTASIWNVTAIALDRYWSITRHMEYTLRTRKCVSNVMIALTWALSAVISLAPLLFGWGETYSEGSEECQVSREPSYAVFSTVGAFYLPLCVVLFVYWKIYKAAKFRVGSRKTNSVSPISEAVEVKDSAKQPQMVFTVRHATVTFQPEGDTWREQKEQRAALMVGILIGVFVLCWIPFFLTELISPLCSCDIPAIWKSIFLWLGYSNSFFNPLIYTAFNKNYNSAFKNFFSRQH
Tat transport = E. coli Tat transport inhibition. E. coli MC4100 TorA-mCherry Tat export, fluorescence. inhibition, % at 10 µM. 0.036% of 340,000 active;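 active = mean replicate inhibition at least 50% and at least half of replicates individually reaching 50%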;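 note: exported cargo escapes ClpAP degradation while cytoplasmic cargo is degraded and loses fluorescence; 0% = median of neutral control wells and 100% = median of NaSCN control wells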
PKA-R1A activ = PKA-R1A complex activation. P00514+P68181. PKA-R1A dissociation, Cy5-IP20 fluorescence polarization; scaled: DMSO 0%, 113 µM cGMP 100%. activation, % at 11.4 µM. 0.083% of 340,000 active;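 active = percent activation above the mean of all tested compounds plus 3 SD, cut at about 19% in these data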;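 note: higher means more PKAc released from R1A so a rise in polarization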
E coli growth = bacterial growth inhibition, counter-screen for AddAB inhibitors | E. coli V3065 growth, OD600 absorbance, 18 h | inhibition, % at 11.9 µM | 0.27% of 330,000 active | AID 449728;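 active = inhibition above the campaign's mean inhibition across all tested compounds plus 3 SD, cut at about 9.9% in these data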;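 note: uninfected addAB+ strain grown without phage in ampicillin broth; 0% = DMSO wells and 100% = ciprofloxacin 0.95 µg/ml wells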
AddAB inh = less growth of phage-infected E. coli with AddAB; 0.29% of 330,000 active; E. coli expressing H. pylori AddAB, absorbance growth; inhibition, % at 11.9 µM; in the data active = inhibition above about 12%;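 note: 0% = vehicle wells of infected cells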
phage Ecoli inh = E. coli growth loss with phage present; growth absorbance; inhibition, % at 11.9 µM; 0.26% of 360,000 active; AID 651602; in the data active = inhibition above about 11%
PfHsp90 set2 = inhibits growth of yeast expressing Plasmodium falciparum Hsp90 | inhibition, % at 9.4 µM | S. cerevisiae expressing PfHsp90, BacTiter-Glo ATP, 48 h; yeast lacking PDR1 and PDR3 efflux regulators | AID 504621 | 0.32% of 310,000 active;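 active = every replicate shows inhibition above about 80%, whatever the replicate mean, limit read from the data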;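 note: 0% = DMSO neutral controls and 100% = 20 µM radicicol positive controls; yeast relying on Plasmodium falciparum Hsp90 in place of its own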
MOR-DOR inv ag = inverse agonists of human mu-delta opioid receptor heterodimerization | 0.21% of 340,000 active | cell-based MOR-DOR heterodimer luminescence, inverse agonism | AID 504357 | inhibition, % at 9.3 µM; in the data active = inhibition above about 22%, passing the limit was not always enough;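 note: 0% = cells with DMSO and 100% = wells without cells with DMSO; values of inactives mirror those of a sister screen read the other way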
The depositor's hits bear a star; · = not tested or not shown; & = joins results of further samples. Rows were taken by chance, and some 2.2% of all compounds hit somewhere here.

No.	SMILES	MOR-DOR inv ag	AddAB inh	Tat transport	Mot1-301 SUMO	HTR5A inv ag	PKA-R2B act	PKA-R1A activ	PfHsp90 set2	MOR-DOR ag	E coli growth	phage Ecoli inh
1	COc1ccccc1C(=O)NC(=O)COC(=O)c1cccc(NC(C)=O)c1	15	0.6	-8	-17	-1	8	3	-23	-2.9	0.6	1.5
2	CC(=O)C1=C(C)NC(=O)NC1c1ccc2c(c1)OCO2 (stereo not drawn)	13	-0.2	0	-2	-15	-1	3	-9	-2.3	1.1	0.4
3	CCc1ccc(N(CC(=O)O)S(=O)(=O)c2c(C)noc2C)cc1	5	3.0	1	17	4	13	-1	1	-1.0	1.6	2.6
4	CCO[C@@H]1OC(C(=O)NCc2ccccc2)=C[C@H](c2csc3ccccc23)[C@H]1CCCO	-17	1.9	-13	5	-9	-10	-2	-1	3.0	1.1	2.7
5	C[C@H](NS(=O)(=O)c1ccc2c(c1)OCCCO2)C(=O)N1CCN(c2ccc(F)cc2)CC1	20	0.9	2	-5	-16	-3	3	-4	-5.3	-1.9	1.2
6	CCc1ccc2nc(N(CCCN(C)C)C(=O)c3ccc(S(=O)(=O)N4CCCC4)cc3)sc2c1	6	-1.4	15	1	-24	1	4	6	-1.2	-3.6	1.4
7	CN(C)S(=O)(=O)c1ccc(Cl)c(NC(=O)COC(=O)/C=C/c2ccco2)c1	-9	1.1	1	-1	-10	-4	-15	5	1.8	-1.7	2.7
8	Cn1c([N+](=O)[O-])cnc1COC(N)=O	3	26*	11	617	-11	-1	-2	3	-0.6	17*	11
9	OCc1cc(C(O)CNCCCCCCOCCCCc2ccccc2)ccc1O (stereo not drawn)	-6	-0.1&0.6	5	-3&-2	-29	-8	-15	-27	1.1	0.3&0.7	3.0
10	NC(=O)Cc1nc(-c2ccc([N+](=O)[O-])cc2)cs1	6	3.7	-8	8	17	7	1	-8	-1.2	1.0	4.1
11	CCN(CC(=O)NCc1ccccc1Cl)CC(=O)Nc1c(F)cccc1F	10	0.0	8	17	-24	-1	-5	-46	-1.9	-2.1	0.2
12	CCOC(=O)[C@@H]1[C@H]2COc3cc(OC)ccc3[C@H]2N2C(=O)N(c3ccc(C(F)(F)F)cc3)C(=O)[C@@]12C	-10	3.9	-2	-16	-22	1	1	-7	1.8	-0.3	0.6
13	O=C1CCCN1CCCNS(=O)(=O)c1ccc(Cl)c(C(=O)N2CCOCC2)c1	-6	2.3	-5	16	6	1	-10	8	1.2	2.8	1.7
14	CCN(CC)CCN(C(=O)c1ccc2ccccc2c1)c1nc2cc3c(cc2s1)OCO3	-8	2.7	12	-12	-3	5	-5	14	1.4	3.2	3.7
15	O=C(OCC(=O)N1CCCC1)c1ccc(S(=O)(=O)N2CCOCC2)cc1	20	-0.4	0	227	15	-2	1	23	-4.2	0.2	3.6

(continued)
No.	SMILES	MOR-DOR inv ag	AddAB inh	Tat transport	Mot1-301 SUMO	HTR5A inv ag	PKA-R2B act	PKA-R1A activ	PfHsp90 set2	MOR-DOR ag	E coli growth	phage Ecoli inh
16	O=C(Nc1cccn2ncnc12)c1ccc(Cl)cc1Cl	8	-0.8	-1	1	10	-9	-1	11	-1.6	-3.6	3.8
17	O=C(CSc1nc2ccccc2s1)Nc1ccc(Cl)c(S(=O)(=O)N2CCOCC2)c1	-16	3.9	2	20	-45	-4	-8	-15	3.0	0.3	1.5
18	COc1ccc(-c2nnc(SCCC(=O)O)n2-c2ccccc2)cc1	14	1.4	4	0	-28	4	-2	·	-2.7	-3.2	1.5
19	COc1ccc(-c2noc(-c3ccccc3-c3ccccc3)n2)cc1OC	-32	0.2	-1	53	3	-5	-12	6	5.4	-0.1	0.8
20	CCC(c1nnnn1CCOC)N1CCN(C(=O)c2ccco2)CC1 (stereo not drawn)	9	2.4	-6	-13	-10	-1	-2	6	-2.2	-2.3	-0.3
21	Cc1ccc2nc(C)cc(Cl)c2c1	15	3.6	1	-4	0	7	10	-34	-2.9	1.1	2.2
22	CCSc1nnc(NC(=O)C(CC)Oc2ccccc2)s1 (stereo not drawn)	-1	0.9	0	5	-5	-5	-7	-13	0.1	-0.9	2.5
23	Cc1ccc(-n2ncc3c(N4CCCC4)ncnc32)c(C)c1	13	0.3	3	-3	-2	2	-11	6	-2.7	1.4	1.0
24	Cc1cc(C(=O)N/N=C/c2cc(Cl)cc([N+](=O)[O-])c2O)c2ccccc2n1	17	4.6	-7	-1	-18	-3	-4	-5	-3.1	2.6	3.8
25	CC(C)[C@H](NC(=O)c1ccccc1Cl)C(=O)OCc1cc(=O)n2cc(Br)ccc2n1	5	-1.2	-11	9	6	1	-7	·	-1.1	0.1	3.1
26	COc1ccc(-n2c(SC3CCOC3=O)nc3ccccc32)cc1 (stereo not drawn)	-4	1.4	0	-19	-27	10	-7	-27	1.1	-1.2	1.0
27	COc1ccccc1-n1cc(CN2CCN(C3CCCCC3)C(CCO)C2)cn1 (stereo not drawn)	11	4.8	-3	-29	-3	-5	6	8	-2.4	-2.8	2.1
28	COC(=O)c1ccccc1NC(=O)CN(Cc1ccc(Cl)cc1)S(C)(=O)=O	2	0.7	2	·	-32	9	-7	23	-0.4	-2.7	1.0
29	CCCNC(=O)c1ccc(Cn2cc(-c3ccc(OC)cc3)nc2C(C)N)cc1 (stereo not drawn)	-13	1.6	-1	267	-32	-8	-1	5	2.4	-0.5	1.7
30	Cc1cc(OCC(=O)NNC(=O)c2cccnc2)cc(C)c1Cl	6	·	2	1	-3	-2	3	32	-1.1	·	-0.6

(more compounds)
No.	SMILES	MOR-DOR inv ag	AddAB inh	Tat transport	Mot1-301 SUMO	HTR5A inv ag	PKA-R2B act	PKA-R1A activ	PfHsp90 set2	MOR-DOR ag	E coli growth	phage Ecoli inh
31	Cc1ccc(S(=O)(=O)CCC(=O)OCC(=O)Nc2cc(F)ccc2C)cc1	12	0.0	-1	7	-1	-4	2	5	-2.2	1.9	5.0
32	COc1ccc(CCNC(=O)CN(C)S(=O)(=O)c2cccc3nsnc23)cc1OC	2	4.1	2	8	-21	2	-10	-5	-0.4	0.2	0.8
33	NC(=O)CN1C(=O)NC(c2ccccc2)(c2ccccc2)C1=O	13	4.4	-3	319	4	5	2	-28	-2.5	-0.6	-0.5
34	Cc1ccc(NC(=S)C2=C(O)c3sccc3N(C)S2(=O)=O)cc1	14	0.3	3	·	25	-8	-4	0	-2.5	1.1	3.8
35	Cc1ccc(Cn2c(/C=C/c3ccco3)nc3ccccc32)cc1	-4	1.4	-18	13	9	-3	2	-17	0.7	-0.4	4.0
36	O=C(Nc1cccc(-n2cnnn2)c1)c1cc(Cl)nc(Cl)c1	5	0.1	-8	-2	-1	-8	2	5	-1.0	0.9	1.6
37	Cc1ccc(-n2[nH]c(C)c(/C=N/N3C(=O)c4cccc5cccc(c45)C3=O)c2=O)cc1	·	2.2	-7	-15	·	·	·	34	·	-2.0	4.7
38	COC(=O)C1=C(C)N=C2SCCC(=O)N2C1/C=C/c1ccccc1 (stereo not drawn)	·	3.5	0	1	·	10	13	9	·	-0.1	-2.2
39	C=CCN(CC=C)C(=O)Cn1cnc([N+](=O)[O-])n1	-11	2.4	-1	-2	-8	-8	1	12	2.0	-1.1	2.7
40	CCOC(=O)c1cc(-c2ccccc2)nn1Cc1cc(CC)no1	1	4.0	10	273	0	-8	-12	0	-0.2	-0.3	2.1
41	CC(=O)Nc1ccc(S(=O)(=O)N(Cc2cccnc2)Cc2cc3ccc(C)cc3[nH]c2=O)cc1	-5	2.3	0	-11	8	-1	-16	-2	0.9	0.0	0.5
42	Cc1cc(=O)oc2cc(OCC(=O)NCC3CCCO3)ccc12 (stereo not drawn)	15	-0.4	8	470	-7	-12	-1	4	-2.1	-0.1	3.4
43	COCCN(C(=O)c1cc2c(s1)CCC2)c1c(N)n(CC(C)C)c(=O)[nH]c1=O	11	2.2	-4	8	14	4	5	-20	-2.7	1.8	1.9
44	CCc1nnc(NC(=O)COc2ccc3ccccc3c2)s1	-16	0.9	-5	5	-7	-10	-7	15	2.0	-1.8	0.0
45	C#CCOCCOCCOCCNc1nc(N2CCN(C(=O)[C@H]([C@@H](C)CC)n3cc([C@@H](N)CC(C)C)nn3)CC2)nc(N2CCN(C(=O)[C@H](CCCCN)n3cc([C@@H](N)CC(C)C)nn3)CC2)n1	13	0.4	38	-18	-9	-5	6	·	-2.3	0.0	·

More records
No.	SMILES	MOR-DOR inv ag	AddAB inh	Tat transport	Mot1-301 SUMO	HTR5A inv ag	PKA-R2B act	PKA-R1A activ	PfHsp90 set2	MOR-DOR ag	E coli growth	phage Ecoli inh
46	CC(Cc1cccs1)NC(=O)Nc1ccc([N+](=O)[O-])cc1 (stereo not drawn)	-11	6.0	2	48	1	-3	-4	5	1.6	5.2	9.6
47	Cc1cc(Cl)ccc1NC(=S)NCCc1ccc(Cl)cc1	-15	5.3	-5	34	-4	-10	-3	-12	3.2	-0.3	3.8
48	CCc1ccccc1NC(=O)CN1CCN(C(=O)CNC(=O)c2ccc(-c3ccccc3)cc2)CC1	-21	-0.9	6	-9	15	15	-10	1	5.2	-3.5	0.7
49	CCN(CC)C(=O)CSc1nnc(CCCCCNC(=O)OC(C)(C)C)o1	1	3.2	-9	-19	-5	2	-5	-8	-0.2	2.5	1.3
50	O=S1(=O)CCC(NC(=S)SCc2ccccc2Br)C1 (stereo not drawn)	8	·	-40	·	5	1	4	-2	-1.6	·	4.5
51	COc1ccc(NC(=O)c2ccc(-c3ccc(-c4noc(C)n4)cc3C)cc2)cc1N1CCN(C)CC1	4	-3.5	12	8	-24	2	-15	-5	-0.7	-4.1	3.3
52	CC1CCCN(c2ccc(C(=O)NCc3cccs3)cn2)C1 (stereo not drawn)	9	-1.6	-3	136	-7	-8	0	9	-1.5	-0.6	1.5
